MITF primary: inhibitors of human MITF; 650,000 tested, 0.91% active; inhibition, % at 2.6 µM; AlphaScreen MITF homodimerization, bead proximity signal; O75030; in the data active = inhibition above about 50%;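 also: 0% = vehicle wells with protein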
GPR151 ag: activators of human GPR151 | Q8TDV0 | PathHunter beta-arrestin GPR151 cells, luminescence | activation, % at 11.2 µM | 650,000 tested, 1% active; in the data active = activation above about 4.9%;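 also: 0% = median of compound wells and 100% = cells with positive control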
TEAD-YAP inh: TEAD-YAP interaction inhibition | HEK-TIYL cells, TEAD-Gal4/YAP UAS-luciferase luminescence | AID 1259422 | 640,000 tested, 1.4% active | inhibition, % at 9.12 µM; in the data active = inhibition above about 32%;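 also: 0% = median of test compound wells and 100% = reference inhibitor wells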
FBW7 activator: human FBW7 E3 ligase activation, primary screen; 650,000 tested, 0.13% active; normalized activity (activation), % at 26.1 µM; AID 1259310; Q969H0; AlphaScreen FBW7–phospho-cyclin E peptide binding, activator screen; in the data active = normalized activity above about 1.9%;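 also: purified mutant Fbw7 with reduced substrate affinity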
Target sequence (Q969H0 whole entry, looked up): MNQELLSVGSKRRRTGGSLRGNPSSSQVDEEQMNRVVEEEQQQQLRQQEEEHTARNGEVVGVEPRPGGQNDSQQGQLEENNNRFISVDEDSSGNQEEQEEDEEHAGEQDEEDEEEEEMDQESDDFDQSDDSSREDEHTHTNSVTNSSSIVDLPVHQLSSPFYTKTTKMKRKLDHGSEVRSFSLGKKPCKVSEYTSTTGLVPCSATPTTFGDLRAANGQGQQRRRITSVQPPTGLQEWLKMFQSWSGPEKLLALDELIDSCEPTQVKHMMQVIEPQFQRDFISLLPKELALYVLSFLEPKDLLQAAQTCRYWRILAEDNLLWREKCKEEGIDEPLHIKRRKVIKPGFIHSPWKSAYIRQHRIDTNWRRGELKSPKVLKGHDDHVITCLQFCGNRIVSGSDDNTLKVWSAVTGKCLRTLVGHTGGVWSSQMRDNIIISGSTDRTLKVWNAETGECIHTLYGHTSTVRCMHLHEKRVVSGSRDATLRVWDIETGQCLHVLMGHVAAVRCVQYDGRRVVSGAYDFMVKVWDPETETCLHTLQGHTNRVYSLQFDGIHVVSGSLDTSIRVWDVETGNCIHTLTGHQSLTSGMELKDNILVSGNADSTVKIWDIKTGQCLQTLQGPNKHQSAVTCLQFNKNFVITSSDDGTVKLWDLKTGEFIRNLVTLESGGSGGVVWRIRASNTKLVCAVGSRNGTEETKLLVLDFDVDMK
Active calls of the source: *.

SMILES	MITF primary	GPR151 ag	TEAD-YAP inh	FBW7 activator
COC(=O)c1ccc(NC(=O)C(C)Oc2ccc(F)cc2)cc1 (stereo unspecified)	22	-1.5	5	0.2
COc1ccc(OC)c(/C=C2\SC(N3CCCCC3)=NC2=O)c1	0	-0.8	5	-0.1
S=C(c1ccc(-c2ccc(Cl)cc2Cl)o1)N1CCOCC1	12	0.3	-12	-0.2
O=C(Nc1ccc(Oc2ccccc2)cc1)C1CC(=O)N(C2CCCCC2)C1 (stereo unspecified)	-5	1.1	9	0.2
CCN1C=C(c2ccc3cc(C)ccc3n2)C(c2c[nH]c3ccccc23)c2cc(C)ccc21 (stereo unspecified)	-5	1.2	10	-0.2
O=C1CCCc2c1nc(-c1ccccc1Cl)n2O	-20	0.9	2	-0.2
CC(C)N(CCNC(=O)c1csc(-c2csc3ccccc23)n1)C(C)C	-5	1.9	-2	0.1
Cn1cc(S(=O)(=O)NCc2ccccc2)c(=O)n(C)c1=O	5	-1.1	1	1.3
CC(=O)Nc1nc(-c2ccc(Br)cc2)nc2c1c(=O)oc1ccccc12	-2	-0.3	6	0.0
O=C(N=C1N=C2N=CC=CN2Cc2ccccc21)c1cc(F)c(F)c(F)c1F	2	-0.5	-3	0.0
CCOc1cc(-c2nnc(NC(=O)c3ccc(F)cc3)o2)cc(OCC)c1OCC	-14	-1.6	5	0.1
O=C1NC(=O)N(c2ccc(Cl)cc2)C(=O)/C1=C/c1cnc(-c2ccccc2)nc1	3	-0.2	-5	0.2
O=C(CSc1ccc2nnc(-c3cccs3)n2n1)Nc1ccccc1F	-3	-0.8	-9	-0.1
COc1ccc(S(=O)(=O)CCc2nnc(NC(=O)c3ccc(C)cc3)s2)cc1	19	-0.8	5	0.1
CCC1(c2ccc(Cl)cc2)C(=O)Nc2ccccc21 (stereo unspecified)	13	1.0	3	-0.1
CS(=O)(=O)N(CC(=O)Nc1ccccc1-c1ccccc1)c1ccc(F)c(Cl)c1	12	0.2	7	0.5
O=C(N[C@@H](C(=O)O)c1ccccc1)c1cc2ccccc2o1	8	0.3	8	0.3
OCC(CO)(CO)NCC(O)COc1ccccc1 (stereo unspecified)	-9	-1.0	1	-0.1
CCc1c(O)nc(SCC(=O)Nc2ccc(C(=O)OC)cc2)[nH]c1=O	-12	-1.0	-9	-0.2
C=C1CC[C@@H]2[C@](C)(CO)[C@H](O)CC[C@@]2(C)[C@@H]1/C=C/C1=CCOC1=O	4	0.8	7	0.0
O=S(=O)(NCc1ccsc1)c1ccc(F)c(Cl)c1	62*	-0.6	6	0.5
OC(c1ccccc1)(c1ccccc1)c1ccc2nc(-c3ccccc3)c(-c3ccccc3)nc2c1	15	-1.1	3	0.2
Cc1cc(C)n(C(=O)CCN2C(=O)c3ccccc3C2=O)n1	-5	1.1	-6	-0.1
COc1ccc(NC(/N=C(\N)NC(=O)c2ccccc2)=N\c2nc(C)cc(C)n2)cc1	-13	0.9	-7	0.0
Cc1cccc(C2C3=C(COC3=O)Nc3c2c(=O)n(C)c(=O)n3C)c1 (stereo unspecified)	17	-2.1	-5	1.1
Further records:
SMILES	MITF primary	GPR151 ag	TEAD-YAP inh	FBW7 activator
CN(C)CC(O)COc1ccc(CN2CCCN(c3ccccc3)CC2)cc1 (stereo unspecified)	-2	1.1	-10	-0.2
CCOc1cccc(NC(=O)C2CC(=O)N(Cc3ccc4c(c3)OCO4)C(=Nc3ccc(OC)cc3)S2)c1 (stereo unspecified)	8	0.4	2	0.5
O=C(CCS(=O)(=O)c1ccc(Br)s1)NCc1ccc2c(c1)OCO2	5	-0.5	6	0.1
CNC(=O)/C(=C\c1cccc2ccccc12)NC(=O)c1ccccc1	8	0.4	-1	0.1
CC1CCCC(C)N1CCCNC(=O)NCc1noc2ccccc12 (stereo unspecified)	-4	0.6	-8	-0.1
Cc1ccc(NC(=O)CSC2=C(C#N)C(c3cccs3)CC(=O)N2)cc1 (stereo unspecified)	-15	0.1	12	-0.3
CC(C)NS(=O)(=O)c1cccc([N+](=O)[O-])c1	-3	0.7	1	0.0
CCOC(=O)c1nc(Nc2cccc(C)c2)c2ccccc2n1	-10	-1.0	10	0.2
CN(C)CCOc1cc(-c2ncnc3[nH]ccc23)c(F)cc1NC(=O)C1COc2ccccc2O1 (stereo unspecified)	24	1.8	-12	0.0
COc1cccc(C(=O)Nc2ccccc2Br)c1OC	-17	-1.4	-66	0.0
CNS(=O)(=O)c1ccccc1C(=O)NNC(C)=O	-9	0.2	8	-0.2
CC(=O)c1nn(-c2cccc([N+](=O)[O-])c2)cc1C(=O)c1cccs1	-2	1.9	-5	-0.1
O=C(NNC(=O)c1ccc(Cl)cc1Cl)Nc1ccc([N+](=O)[O-])cc1	15	3.0	8	-0.1
O=C1Cc2cc(NS(=O)(=O)c3ccc(Br)cc3)cc3c2N1CCC3	3	0.9	-1	-0.1
O=C(O)c1ccccc1NC(=O)C1C(=O)CN(c2ccccc2)C1=O (stereo unspecified)	2	-0.8	-12	0.4
O=C1C(=O)N(Cc2cccnc2)C(c2cccc(F)c2)/C1=C(/O)c1ccc(Cl)cc1 (stereo unspecified)	13	-0.9	13	-0.1
O=C(COC(=O)c1ccco1)c1cccc([N+](=O)[O-])c1	-10	0.4	-5	0.1
O=C(O)c1c(CNC2CCCCCCC2)c2ccccc2n1Cc1ccccc1F	1	-0.3	-1	0.1
O=C(Nc1ccc2c(c1)OCO2)c1cccc(Nc2ccncn2)n1	14	-1.1	-19	-0.2
CCc1nnc(NC(=O)C(C)Sc2nncn2C)s1 (stereo unspecified)	9	0.2	4	0.0
O=C1c2ccccc2-c2nnc(-c3cccs3)cc21	3	-2.8	0	0.0
Cn1cc(OCc2ccc(F)cc2)c(=O)cc1C(=O)N1CCN(c2ncccn2)CC1	1	-1.8	-6	0.1
COC(=O)NC(=S)Nc1ccc(NC(=O)c2cc(Cl)ccc2O)c(Cl)c1	-2	1.0	-60	-0.1
O=C(Nc1cccc2c1C(=O)NC2=O)c1cccc(F)c1	3	0.8	6	0.0
CC(=O)Oc1ccc(C2C3=C(CC(C)(C)CC3=O)OC3=C2C(=O)CC(C)(C)C3)cc1	7	-0.4	4	-0.2
Additional structures follow:
SMILES	MITF primary	GPR151 ag	TEAD-YAP inh	FBW7 activator
O=[N+]([O-])c1ccc(Nc2ccccc2)c([N+](=O)[O-])n1	-4	2.1	7	0.7
CCOC(=O)CCNC(=O)CC1C(=O)NCCN1CC(c1ccccc1)c1ccccc1 (stereo unspecified)	2	-0.4	10	-0.1
COc1ccc(NC(=O)C(C)N2c3cccc4cccc(c34)S2(=O)=O)cc1 (stereo unspecified)	-10	-1.2	-7	-0.2
CN1CCN(C(=O)CSc2nc(-c3ccco3)cc(C(F)(F)F)n2)CC1	-12	2.5	1	0.1
O=C(/C=C/c1ccc(-c2ccc(Cl)cc2)o1)c1ccccc1	23	0.6	12	0.0
CCOc1ccc(N/C(C)=C\C(=O)c2ccc3c(c2)OCCO3)cc1	2	-0.1	-5	0.5
CCOc1cc2c(cc1OCC)C(C(=O)O)C(c1cc(OC)ccc1OC)N(C)C2=O (stereo unspecified)	2	1.7	-14	-0.1
N#Cc1cc2c(nc1SCC(=O)Nc1ccccc1F)CCCC2	2	-0.4	-58	0.0
CC(C)OC(=O)c1ccc2c(c1)C(=O)N(c1cc(Cl)ccc1Cl)C2=O	-3	1.3	-5	0.0
c1ccc2c(-c3nc(Nc4ccc(N5CCOCC5)cc4)c4ncn(C5CCCCC5)c4n3)csc2c1	2	-0.9	1	-0.1
Cc1ccc(OCC(=O)Nc2cccc(-c3nnc(-c4ccco4)o3)c2)cc1C	-1	-4.1	-13	-0.1
COC(=O)C1=C(C)NC(=O)/C1=C\c1ccc([N+](=O)[O-])cc1	14	-1.2	0	0.3
CC(C)NS(=O)(=O)c1ccc(NC(=O)c2cncc(Br)c2)cc1	-1	0.9	5	-0.2
CCCN1C(=O)C(C)(C)COc2cc(NC(=O)c3ccc(Cl)cc3)ccc21	5	2.8	-1	0.0
CCCC1=NN2C(=N)/C(=C/c3ccc(OCCOc4cccc(C)c4)cc3)C(=O)N=C2S1	6	0.0	9	-0.2
COC(=O)Cn1c(-c2ccc(C)cc2)nc2ccccc2c1=O	3	-3.1	5	-0.1
Cc1nc2sccn2c(=O)c1S(=O)(=O)NC1CCCCCC1	-2	-0.3	9	0.1
CC1CC(C)CN(C(=O)c2cc([N+](=O)[O-])cc([N+](=O)[O-])c2)C1 (stereo unspecified)	6	0.0	-2	-0.1
CCn1c(SCc2cn3c(C)cccc3n2)nnc1-c1cccs1	5	-0.9	-9	0.3
O=C(Cc1cccc2ccccc12)Nc1ncn[nH]1	15	0.3	0	-0.2
Cc1ccc2nc(Nc3ccc(C(=O)N4CCCC4)cc3)nc(-c3ccccc3)c2c1	-1	-1.3	1	0.2
Cc1[nH]nc(N)c1C1(O)C(=O)Nc2c(Cl)cc(Cl)cc21 (stereo unspecified)	-11	-0.1	8	-0.1
O=C(NCCNc1ccc(Nc2cccnc2)nn1)c1ccc(F)cc1	-6	-0.2	-15	-0.3
CC(=O)NC(=O)c1cc2cc(Br)ccc2oc1=Nc1ccccc1C	11	-1.0	-4	-0.3
Cc1cc(=O)[nH]c2cc(=O)n(-c3ccccc3)n12	12	1.2	-1	-0.8
Additional structures follow.
SMILES	MITF primary	GPR151 ag	TEAD-YAP inh	FBW7 activator
Cc1ccc(S(=O)(=O)N2CC3(C)CN(S(=O)(=O)c4ccc(C)cc4)CC(C)(C2)C3O)cc1 (stereo unspecified)	11	-0.3	0	0.1
O=C(/C=C/c1ccco1)NCCCN1CCOCC1	-10	-1.3	0	0.0
O=C(NNC(=O)c1ccccc1)/C(=C\c1ccco1)NC(=O)c1ccccc1	0	-0.2	-4	-0.1
COc1ccc(CCNc2nc(Nc3ccccn3)nc3c2ncn3-c2ccsc2)cc1	0	1.5	30	0.0
CCC1CCC(=NNC(=O)COc2ccc(C#N)cc2)CC1 (stereo unspecified)	-4	-1.1	7	0.0
COc1ccc(Br)c(/C=N/NC(=O)COc2cccc(Cl)c2)c1	-4	-1.0	-6	-0.1
COc1ccc(N2CCN(C(=O)Cc3coc4cc(C)ccc34)CC2)cc1	12	0.8	-7	-0.1
Cc1nc(NCc2ccc3c(c2)OCO3)sc1-c1ccn(CC2CCCN(C)C2)n1 (stereo unspecified)	16	0.8	-3	0.0
CCn1c(SCC(=O)Nc2ccc(F)cc2F)nc2c(c1=O)SCC2	-11	-1.2	-8	-0.4
CC1=CC(C)(C)N(C(=O)C(C)N2C(=O)c3ccccc3C2=O)c2ccc(C)cc21 (stereo unspecified)	12	0.4	2	0.0
Nc1cccc(-c2nc(Nc3ccccc3)c3ncn(Cc4ccc(C(F)(F)F)cc4)c3n2)c1	-1	-0.4	6	0.2
COc1ccc(C2C(C(=O)N3CCN(c4cccc(Cl)c4)CC3)c3ccccc3C(=O)N2c2ccc(OC)cc2)cc1 (stereo unspecified)	7	0.4	12	-0.1
Cc1occc1C(=O)Nc1sc2c(c1C(N)=O)CCCC2	-1	-0.7	-25	-0.1
Cc1noc(C)c1-c1nc(NCCO)c2ncn(-c3ccccc3)c2n1	9	-2.1	-15	0.0
O=C(N/C(=C/c1cccs1)C(=O)N1CCOCC1)c1cccs1	3	-2.2	10	0.5
O=C(N/N=C/c1ccc([N+](=O)[O-])s1)c1ccccc1Br	2	1.5	11	-0.1

A stretch from the list above:
SMILES	MITF primary	GPR151 ag	TEAD-YAP inh	FBW7 activator
Cc1ccc(S(=O)(=O)N2CC3(C)CN(S(=O)(=O)c4ccc(C)cc4)CC(C)(C2)C3O)cc1 (stereo unspecified)	11	-0.3	0	0.1
O=C(/C=C/c1ccco1)NCCCN1CCOCC1	-10	-1.3	0	0.0
O=C(NNC(=O)c1ccccc1)/C(=C\c1ccco1)NC(=O)c1ccccc1	0	-0.2	-4	-0.1
COc1ccc(CCNc2nc(Nc3ccccn3)nc3c2ncn3-c2ccsc2)cc1	0	1.5	30	0.0
CCC1CCC(=NNC(=O)COc2ccc(C#N)cc2)CC1 (stereo unspecified)	-4	-1.1	7	0.0
COc1ccc(Br)c(/C=N/NC(=O)COc2cccc(Cl)c2)c1	-4	-1.0	-6	-0.1
COc1ccc(N2CCN(C(=O)Cc3coc4cc(C)ccc34)CC2)cc1	12	0.8	-7	-0.1
Cc1nc(NCc2ccc3c(c2)OCO3)sc1-c1ccn(CC2CCCN(C)C2)n1 (stereo unspecified)	16	0.8	-3	0.0
CCn1c(SCC(=O)Nc2ccc(F)cc2F)nc2c(c1=O)SCC2	-11	-1.2	-8	-0.4
CC1=CC(C)(C)N(C(=O)C(C)N2C(=O)c3ccccc3C2=O)c2ccc(C)cc21 (stereo unspecified)	12	0.4	2	0.0
Nc1cccc(-c2nc(Nc3ccccc3)c3ncn(Cc4ccc(C(F)(F)F)cc4)c3n2)c1	-1	-0.4	6	0.2
COc1ccc(C2C(C(=O)N3CCN(c4cccc(Cl)c4)CC3)c3ccccc3C(=O)N2c2ccc(OC)cc2)cc1 (stereo unspecified)	7	0.4	12	-0.1
Cc1occc1C(=O)Nc1sc2c(c1C(N)=O)CCCC2	-1	-0.7	-25	-0.1
Cc1noc(C)c1-c1nc(NCCO)c2ncn(-c3ccccc3)c2n1	9	-2.1	-15	0.0
O=C(N/C(=C/c1cccs1)C(=O)N1CCOCC1)c1cccs1	3	-2.2	10	0.5
O=C(N/N=C/c1ccc([N+](=O)[O-])s1)c1ccccc1Br	2	1.5	11	-0.1
